Screens deposited in PubChem by National Center for Advancing Translational Sciences (NCATS).
Lipid storage S3: qHTS Assay for Lipid Storage Modulators in Drosophila S3 Cells; Drosophila S3 cells, BODIPY lipid droplet fluorescence, 18-24 h; cells fed with added oleic acid; Potency in µM for hits, for the others lipid storage change, negative = inhibition, % at the top dose, mostly 46.1 µM; 0.64% of 320,000 active; active = well fitted inhibition curve with a large enough effect in the signal ratio, with a control signal flat, not every such curve was filed as active; inconclusive = small, poorly fitted or top-dose-only effect, or effect the other way, or a change in a side signal; the % refers to the signal ratio
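Laser-scanning cytometry quantifies lipid droplet accumulation (500–530 nm total intensity; droplet/cell object ratio) in oleic acid-fed (400 uM added) Drosophila S3 cells treated with a concentration series. 20 uM Triacsin C defined 100% inhibition.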
Lipid storage S3 cell count max: second read-out of Lipid storage S3, no call of its own (marks repeat the call); cell number change, %; measured here: cell count max response;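 cells counted by Cell Tracker Red CMTPX staining in the red channel; peak over a dose series mostly up to 46.1 µM; percent activity relative to internal control wells on each plate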
* marks the source's active call; other numbers are inactive results; i = inactive; ? = inconclusive; nt = no result given; [ ] = dose if it differs, or a comment. % is scaled to controls: 0 for no effect and ±100 for the full control effect; potency is read from the fitted curve at half-maximal effect. Not all compounds are listed; count on the stated rates, not on these rows.

Lipid storage S3,Lipid storage S3 cell count max,Structure
20%,25,O=C(NCCN1CCOCC1)c1cc(-c2ccccc2Cl)nc2ccccc12
?,nt,CC(NC(=O)COc1ccccc1-c1ccccc1)c1ccccc1 (stereo unspecified)
?,nt,CCOc1ccccc1NC(=O)Nc1ccc(Cl)cc1
?,nt,Cc1cc(C)nc(SCc2nnc(SCC(=O)Nc3ccccc3C)n2Cc2ccco2)n1
?,nt,COc1ccc(Oc2nc3c(c(=O)n(C)c(=O)n3C)n2Cc2ccccc2)cc1
-7%,8,CCCCC1(C)Cc2ccccc2C(=S)N1 (stereo unspecified)
3%,-7,COc1ccc(C(CC(=O)N2CCCC(C)C2)c2c(OC)cc(OC)c3ccc(=O)oc23)cc1 (stereo unspecified)
-5%,1,CCN(Cc1ccccc1)C(=O)CS(=O)(=O)c1ccccc1
i,18,CC(=O)N1CCN(c2ccccc2NC(=O)c2ccc3ccccc3c2)CC1
?,nt,CC(Nc1ccccc1)C(=O)Nc1ccc(F)cc1 (stereo unspecified)
-9%,-16,CC(=C/C(=O)O)/C=C/c1ccco1
1%,-1,O=C(c1ccc(F)cc1)C1CCN(Cc2cn[nH]c2-c2ccccc2)CC1
?,nt,CS(=O)(=O)N(CC(=O)NCCSCc1ccccc1)c1ccccc1Br
?,nt,Cc1ccc(-n2c(=O)c3sccc3n(CC(=O)NCC3CCCO3)c2=O)cc1F (stereo unspecified)
4%,2,COC(=O)CN1C(=O)C(O)(CC(=O)c2cccc(Br)c2)c2ccccc21 (stereo unspecified)
-13%,nt,O=C(COc1ccccc1)OCc1csc(Nc2ccccc2)n1
i,nt,C=CCn1c(-c2cc3cccc(OC)c3o2)n[nH]c1=S
14%,4,Cc1[nH]ccc(=O)c1OCc1ccc(Cl)cc1
?,1,c1cncc(CNc2ncnc3ccc(-c4ccoc4)cc23)c1
?,nt,O=C1[C@H]2CC3C=CC2(O3)[C@@H]2OCCCN12 (stereo partly specified)
?,nt,COC(=O)c1cc(NC(=O)c2ccc(Cn3cc(Cl)cn3)o2)cc(C(=O)OC)c1
2%,0,CCOc1ccc(S(=O)(=O)NCCC(=O)NCC(c2cccs2)N2CCOCC2)cc1 (stereo unspecified)
?,nt,O=C1CC(c2ccc3c(c2)OCO3)c2cc3c(cc2N1)OCO3 (stereo unspecified)
i,-2,CCCCCCCN1CCC(=O)N([C@H](CO)c2ccccc2)CC1
16%,8,O=C1CNC(=S)N1Cc1ccccc1
?,nt,Cc1ccc(Cn2c(=N)n(CC(=O)c3ccccc3)c3ccccc32)cc1
?,nt,CC1CCCCN1C(=O)C1COc2ccccc2O1 (stereo unspecified)
?,nt,COc1ccc2oc(C(=O)OCC(=O)NCc3ccco3)c(C)c2c1
-10%,-14,COc1ccc(CN2CCN(S(=O)(=O)c3ccc(NC(C)=O)cc3)CC2)c(OC)c1OC
?,nt,Clc1ccc(-n2cnnn2)cc1
?,nt,Cc1nnc(NC(=O)/C=C/c2ccco2)s1
i,nt,CCC(=O)Nc1cc(ON=C(C)C)cc([N+](=O)[O-])c1
?,nt,CC1(C)N=C(c2cccc(F)c2)C(=O)N1
?,nt,CCC(CO)NC(=O)c1cc2c(s1)CCC2 (stereo unspecified)
?,nt,COc1ccc(OCCC(=O)N2CCN(C)CC2)cc1
?,nt,COC(=O)C1=C(C(=O)OC)C(c2cc(Br)ccc2O)c2sc(=O)[nH]c2S1 (stereo unspecified)
0%,-3,O=C(Nc1nc2c(Br)cc(Br)cc2c(=O)s1)C1CCC1
-7%,-9,Cc1c(OCC(=O)NCCN2CCOCC2)ccc2c3c(c(=O)oc12)CCC3
?,nt,Cc1[nH]c2ccccc2c1/C=C/C(=O)c1ccccc1
8%,-3,CCCn1c(=S)[nH]c2cc(C(=O)N3CCN(c4ccccc4OC)CC3)ccc2c1=O
?,nt,O=C1C=CC(=O)N1c1ccc(OC(F)F)cc1
i,-14,COc1ccc(CCNC(=O)C/C(C)=N/NC(=O)c2ccc([N+](=O)[O-])cc2Cl)cc1OC
?,nt,CC(NC(=O)c1ccc(F)cc1)c1ccccc1 (stereo unspecified)
-6%,-20,CC(C)(C)c1ccc(S(=O)(=O)N2CCC(c3nc4ccc(Cl)cc4[nH]3)CC2)cc1
-5%[9.22 µM],-13,O=C(CC1C(=O)N(c2ccccc2)C(=O)N1Cc1ccco1)Nc1ccccc1 (stereo unspecified)
i,1,Cc1ccc(N(CC(=O)NC2CCCC2)C(=O)CNC(=O)c2cccs2)c(C)c1
?,nt,COc1ccc(-c2cc3c(=O)n(CC(=O)NC4CCN(Cc5ccccc5)CC4)ncn3n2)cc1
i,nt,CCCCCCn1cc(C(=O)O)c(=O)c2cc(F)c(N3CCN(C)CC3)cc21

For reference, part of the list above.
Lipid storage S3,Lipid storage S3 cell count max,Structure
?,nt,Clc1ccc(-n2cnnn2)cc1
?,nt,Cc1nnc(NC(=O)/C=C/c2ccco2)s1
i,nt,CCC(=O)Nc1cc(ON=C(C)C)cc([N+](=O)[O-])c1
?,nt,CC1(C)N=C(c2cccc(F)c2)C(=O)N1
?,nt,CCC(CO)NC(=O)c1cc2c(s1)CCC2 (stereo unspecified)
?,nt,COc1ccc(OCCC(=O)N2CCN(C)CC2)cc1
?,nt,COC(=O)C1=C(C(=O)OC)C(c2cc(Br)ccc2O)c2sc(=O)[nH]c2S1 (stereo unspecified)
0%,-3,O=C(Nc1nc2c(Br)cc(Br)cc2c(=O)s1)C1CCC1
-7%,-9,Cc1c(OCC(=O)NCCN2CCOCC2)ccc2c3c(c(=O)oc12)CCC3
?,nt,Cc1[nH]c2ccccc2c1/C=C/C(=O)c1ccccc1
8%,-3,CCCn1c(=S)[nH]c2cc(C(=O)N3CCN(c4ccccc4OC)CC3)ccc2c1=O
?,nt,O=C1C=CC(=O)N1c1ccc(OC(F)F)cc1
i,-14,COc1ccc(CCNC(=O)C/C(C)=N/NC(=O)c2ccc([N+](=O)[O-])cc2Cl)cc1OC
?,nt,CC(NC(=O)c1ccc(F)cc1)c1ccccc1 (stereo unspecified)
-6%,-20,CC(C)(C)c1ccc(S(=O)(=O)N2CCC(c3nc4ccc(Cl)cc4[nH]3)CC2)cc1
-5%[9.22 µM],-13,O=C(CC1C(=O)N(c2ccccc2)C(=O)N1Cc1ccco1)Nc1ccccc1 (stereo unspecified)

An excerpt of these results, with values under each structure.
The line under a structure holds: Lipid storage S3	Lipid storage S3 cell count max
Cc1[nH]c2ccccc2c1/C=C/C(=O)c1ccccc1
  ?	nt
O=C1C=CC(=O)N1c1ccc(OC(F)F)cc1
  ?	nt

(more compounds)
Lipid storage S3,Lipid storage S3 cell count max,Structure
20%,3,COc1ccc(CNC(=O)c2c[nH]c3ccccc3c2=O)cc1
?,nt,CCN1C(=O)CC(N2CCN(c3ccc(C(=O)c4ccccc4)cc3)CC2)C1=O (stereo unspecified)
?,nt,Cc1cc([N+](=O)[O-])nn1Cn1nc([N+](=O)[O-])cc1C
?,nt,CCc1c(C(=O)NCCc2ccc(OC)c(OC)c2)[nH]c(C)c1C(C)=O
-1%,0,CC(C)Cc1nnc(NC(=O)c2ccc3c(=O)n4c(nc3c2)CCC4)s1
?,nt,COC(=O)c1ccc(NC(=O)c2ccccc2-c2ccccc2C(=O)O)cc1
?,nt,CCC(C)/C(C)=N/NC(=O)CSc1nc2ccccc2[nH]1 (stereo unspecified)
3%,1,CC(C)(C)c1cc(NC(=O)c2ccc(OC3CCCC3)cc2)no1
i,nt,O=S(=O)(c1ccc(F)cc1)N1CCN(CC(O)COCC2CCCO2)CC1 (stereo unspecified)
?,nt,O=C(NC(=S)Nc1cccc2ncccc12)c1cccs1
?,nt,CCc1ccc2oc(C(=O)NCc3ccncc3)c(C)c2c1
1%,-1,CC12CN3CC(C)(CN(C1)C3c1ccccc1Cl)C2O (stereo unspecified)
i,21,O=C(Cc1cccs1)Nc1nnc(C2CC2)s1
?,nt,CC(OC(=O)Cc1c[nH]c2ccccc12)C(=O)Nc1ccccc1F (stereo unspecified)
i,-13,c1csc(C(c2nnnn2C2CCCC2)N2CCCC3(CCCCC3)C2)c1 (stereo unspecified)
-7%,-12,CCn1cc(C(=O)NCCC(=O)NCCCO)c(=O)c2cc3c(cc21)OCO3
?,nt,CSc1ncc(CN2CCN(CCC(C)C)C(CCO)C2)cn1 (stereo unspecified)
-1%,-4,COC(=O)C1=C(O)/C(=C\c2ccc(CNS(=O)(=O)c3ccc(Cl)cc3)o2)N=C1C
?,nt,COC(=O)c1ccc(OCc2nn[nH]n2)cc1
20%,18,COc1cccc(N2CCN(Cc3ccco3)CC2)c1
?,nt,O=C(NCCCn1ccnc1)c1cc(S(=O)(=O)N2CCOCC2)ccc1F
2.1µM*,24*,CCOc1cc(C(=O)N2CCC(CC3CC(c4cccc(Br)c4)=NO3)(C(=O)NCC3CCCCC3)CC2)cc(OCC)c1OCC (stereo unspecified)
?,nt,FC(F)Oc1ccc(C2N=C(c3ccccc3)NO2)cc1 (stereo unspecified)
-9%,14,O=C(NCCC(=O)N(Cc1ccco1)Cc1cccs1)c1ccc([N+](=O)[O-])cc1
?,nt,CC(C)(C)c1cc(=O)[nH]c(SCc2ccccc2)n1
?,nt,CCC(C)NC(=O)C1CCC(CNS(=O)(=O)c2ccc3c(c2)N(C(C)=O)CCO3)CC1 (stereo unspecified)
?,nt,CC(=O)c1cccc(CN2CCN(C3CCCC3)C(CCO)C2)c1 (stereo unspecified)
i,nt,COc1cc(-c2ncc3ccccn23)cc(OC)c1OC
?,nt,Cc1ccccc1OCC(=O)N(Cc1nnc(-c2ccc(Cl)cc2)o1)C(C)C
?,nt,COc1ccc(NC(=O)CSc2nc3c(sc4ccccc43)c(=O)n2CCCN2CCCC2)cc1
?,nt,Cc1sc(NC(=O)c2ccco2)c(CN2CCN(Cc3ccccc3)CC2)c1C
i,nt,CCCC(=O)Nc1cc(-c2cn3cccnc3n2)ccc1OC
i,nt,Cc1cc(C)n2nc(SCc3cc(=O)oc4cc(C)c(C)cc34)nc2n1
-26%,nt,O=C(c1ccccc1)n1ccc2ccccc21
?,nt,O=C(Cn1nnc(-c2cc(C(F)(F)F)cc(C(F)(F)F)c2)n1)NNC(=S)Nc1ccc(Cl)cc1
-11%,13,COCCn1c(-c2cccs2)nc2c(c(=O)c3ccccc3n2C)c1=O
0%,-11,Cc1ccc(C(=O)OCC(=O)N2CCc3ccccc32)cc1
0%,-10,O=C(c1ccco1)N1N=C(c2ccncc2)CC1(O)C(F)(F)F (stereo unspecified)
?,nt,Nc1nc(N2CCN(c3ccccc3)CC2)n[nH]1
-11%,4,CC(CC(=O)O)CC(=O)Nc1cccc([N+](=O)[O-])c1 (stereo unspecified)
?,nt,CCc1c(C)nc2nc(SCc3ccccc3)[nH]n2c1=O
21%,4,Cn1c(NCc2ccco2)nc2c1c(=O)n(Cc1ccc(Cl)c(Cl)c1)c(=O)n2C
?,nt,O=C(Nc1cccc(S(=O)(=O)N2CCCCC2)c1)c1ccc(S(=O)(=O)C(F)F)cc1
?,nt,CC(OC(=O)C1CC=CCC1C(N)=O)C(Cl)=C(Cl)Cl (stereo unspecified)
?,nt,O=C(Cn1cnc2c(NC(=O)OCc3ccccc3)ncnc21)NCCN1CCOCC1
0%,-1,CC(C)OC(=O)CSc1nc(N2CCOCC2)c2c(c1C#N)CC(C)(C)OC2
?,nt,COc1ccc2c(c1)c(=O)oc1c(C)c(OC(C)C(=O)N[C@@H](Cc3c[nH]c4ccc(O)cc34)C(=O)O)ccc12 (stereo partly specified)
i,1,COc1ccc(C2N(C(C)=O)CCCN2S(=O)(=O)c2ccc(C)cc2)cc1 (stereo unspecified)
?,nt,CC(CCc1ccccc1)NC(=O)/C=C/c1ccc(Cl)cc1 (stereo unspecified)
?,nt,CCC(C)[C@H](NC(=O)NCc1ccccc1)C(=O)O (stereo partly specified)
?,nt,Cc1sc2nc[nH]c(=S)c2c1-c1ccccc1
?,nt,CSc1ccccc1NC(=O)COc1ccc(Cl)cc1
?,nt,Cc1c(C(=O)NCc2ccco2)oc2ccc(Br)cc12
22%,-22,CCc1ccc(N2C(=O)/C(=C/c3cccs3)N(CC(=O)OC)C2=S)cc1
?,nt,Cn1c(=O)c2nnn(/N=C(\c3ccccc3)C3CC3)c2n(C)c1=O
?,nt,Cc1ccc2oc(C(=O)N(Cc3ccc(N(C)C)cc3)CC3CCCO3)c(C)c2c1 (stereo unspecified)
?,nt,C/C(CCC(C)C)=N\Nc1ccc(S(N)(=O)=O)cc1[N+](=O)[O-]
?,nt,CCCOc1c(Br)cc(C(=O)OCC(=O)NC2CC2)cc1OC
?,nt,O=C(NCCN1CCCC1)c1cc(-c2ccncc2)nc2ccc(S(=O)(=O)N3CCOCC3)cc12
?,nt,COC(=O)Cc1ccc(NC(=S)NC2CC2)cc1

(listing goes on)
Lipid storage S3,Lipid storage S3 cell count max,Structure
?,nt,CN(CC(=O)O/N=C(\N)c1ccc([N+](=O)[O-])cc1)S(=O)(=O)c1ccccc1
1%,-9,CCOC(=O)CN1N=C(/C=C/c2ccc(C)cc2)CCC1=O
13%,24,O=C(/C=C/c1cccc([N+](=O)[O-])c1)N1CCN(C(=O)c2ccco2)CC1
?,nt,C=CCN1C(=O)CSc2ccc(C(=O)OCC)cc21
i,27,COc1cccc(N=C2SC(C(=O)Nc3ccc(F)cc3)CC(=O)N2C)c1 (stereo unspecified)
-18%,-2,CC(=O)c1cc(-c2ccccc2)n(CC(=O)NC2CCCC2)c1C
